SSB-PriA inh: inhibitors of Klebsiella pneumoniae PriA binding to SSB C-terminal tail; AlphaScreen SSBct-PriA binding, biotinylated peptide; inhibition, % at 33 µM; hit rate 0.6% among 430,000; AID 1272365; in the data active = inhibition mostly above about 37%, no sharp cut-off; inactive = mostly below about 20%;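 note: plate controls were negative control peptide for no effect and reference peptide for full effect; strong numbers were not always called active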
An asterisk follows results filed as active; & = joins results of further samples. Not all compounds are listed. The share of hits here may be higher or lower than overall.

SMILES | SSB-PriA inh
O=C(O)c1ccc(NN=Cc2cn(-c3ccccc3)nc2-c2cccs2)cc1 | -5
O=C(CNC(=O)c1ccccc1O)NN=Cc1ccccn1 | 7
NC(=O)c1ccc(NC(=O)Cc2csc3nc(-c4ccccc4)cn23)cc1 | 5
CN1C(=O)c2ccc(-c3ccccc3)nc2NC1C(=O)Nc1ccccc1 (stereo unspecified) | 10
C=CCNC(=S)NN=Cc1cn(C)c2ccccc12 | 2
O=C(/C=C/c1ccc([N+](=O)[O-])cc1)Nc1ccc2c3c(cccc13)CC2 | 3
CCOc1cc(C=NNc2nc(N3CCCC3)nc(N3CCCC3)n2)ccc1O | 20
FC(F)(F)c1cccc(-n2c(-c3ccc(Cl)c(Cl)c3)c[nH]c2=S)c1 | -20
CO[C@@]1(CNC(=O)c2cc(C3CC3)on2)CCSC1 | -9
Cc1ccc(-c2csc(NC(=O)c3nc4ccccc4s3)n2)o1 | 4
Oc1ccccc1C=NNc1nn[nH]n1 | 6
O=C(Nc1nc2cc3c(cc2s1)OCO3)c1ccc2c(c1)CCCC2 | -9
O=C(NCc1ccc(C(=O)c2ccsc2)s1)c1cc2ccccc2o1 | 1
COc1cccc(Nc2nc(Nc3cccc(C(C)=O)c3)nc(N3CCCC3)n2)c1 | 12&13
COc1ccc(OC)c(-c2cc(C(=O)N(Cc3ccccn3)Cc3ccco3)n(C)n2)c1 | 9
O=C(CSc1ccc(NC(=O)C2CC2)nn1)Nc1ccc2c(c1)OCCO2 | -9
O=C(C1CC1c1cccs1)N1CCNCC1 (stereo unspecified) | -24
Cc1ccc(C)c(CC(=O)Nc2ccc(Cl)cc2C(=O)c2ccccc2Cl)c1 | 8
O=C(c1cccs1)C(O)NS(=O)(=O)c1ccccc1 (stereo unspecified) | -7
CC(=NN=C(N)N)c1ccc(C)c(C)c1 | 4
Cc1c(Cl)cccc1NC(=O)CSc1nc2c(-c3ccccc3)csc2c(=O)n1C | -6
N#CCC(=O)NCCN1CCOCC1 | 0
CCCCNC(=S)NN=Cc1ccc(C)s1 | -7
CCOc1ccc2nc(NCc3ccccc3)sc2c1 | 17
COc1cc(NC(=O)Nc2cccs2)ncn1 | 8
COc1ccc(-c2nnc(Nc3nc4ccc(SC)cc4s3)o2)cc1 | -13
COc1ccc(Cl)cc1NC(=O)CSc1ncnc2nc(C)ncc12 | -1
COc1ccccc1-c1nnc(C2CCN(S(=O)(=O)c3ccc(F)cc3)CC2)s1 | 3
CCOC(=O)c1c(NC(=O)C2CCN(S(=O)(=O)c3ccc(F)cc3)CC2)sc2c1CCCC2 | -15
COc1ccc(-c2nnc3ccc(SCC(=O)N4CCN(c5ccccc5)CC4)nn23)cc1OC | -8
CCCCCOCC1CC(CC(C)=NNC(N)=S)C(=O)O1 (stereo unspecified) | 15
Cc1cc(OC2CN(C(=O)c3cc(-c4ccc(F)cc4)nn3C)C2)cc(=O)n1C | -10
CSC[C@@](C)(O)CNS(=O)(=O)c1ccccc1OC(F)(F)F | -10
Cc1cc2ccccc2s1 | -15
CC(C)c1cc(=O)[nH]c(-n2nc(-c3cccs3)cc2NC(=O)c2ccc([N+](=O)[O-])o2)n1 | -5
COc1ccc(-c2csc(N=CN(C)C)n2)cc1OC | -17
C#CCn1c(=NC(=O)CCCSc2ccc(F)cc2)sc2cc3c(cc21)OCO3 | -9
Cc1nc(C(=O)Nc2nc(-c3ccccn3)cs2)c(C(C)C)s1 | 68*
Cn1cc(S(=O)(=O)N2CCCN(S(=O)(=O)Cc3cc(F)ccc3F)CC2)cn1 | -12
O=C(CCSc1ccccc1)NC1CCCC(OC(=O)Nc2ccccc2)C1 (stereo unspecified) | -17
Cc1c(Cl)cccc1S(=O)(=O)NCCc1nc(-c2ccco2)cn1C | -6
COC(=O)c1ccc(S(=O)(=O)NCc2ccc(C(=O)c3cccs3)s2)cc1 | -13
COc1ccc(-c2nc3scc(CCNC(=O)Cc4ccc(F)cc4)n3n2)cc1OC | -14
O=C(NCC(c1cccs1)N1CCc2ccccc21)c1ccco1 (stereo unspecified) | -3
O=C(CN1C(=O)/C(=C/c2ccco2)SC1=S)Nc1ccc(C(=O)O)cc1 | -10
CCN(CC)C(=S)SCCC(N)=O | -9
O=C(NCCn1nc(-n2cncn2)ccc1=O)c1ccco1 | 2
Cc1cccc(C(=O)N2CCCC(c3nnc(-c4ccc5c(c4)OCO5)o3)C2)c1 (stereo unspecified) | 1
CCCCCCCCOc1ccc(/C=N\NC(=O)NC23CC4CC(C2)CC(c2ccc(C)cc2)(C4)C3)cc1 | 0
COCCN1CCC(CNS(=O)(=O)c2ccc(NC(=O)C(C)C)cc2)CC1 | -10
Cn1c(SCC(=O)Nc2ccccc2Br)nc2c(-c3ccccc3)c[nH]c2c1=O | -16
CC(=NNC(=O)c1cc(Br)ccc1O)c1cccc(NC(=O)c2ccccc2F)c1 | 2
Cc1ccc(C=NN2C(=O)c3ccccc3NC2c2ccc(C)cc2)cc1 (stereo unspecified) | -13
Cc1cc(NC(=O)NCCCSc2nc3ccccc3s2)no1 | 14
CC[C@@](CNC(=O)C(=O)Nc1ccc(C(F)(F)F)cc1)(OC)c1ccccc1 | 3
COc1cccc(CC(=O)N(Cc2cccnc2)c2nc3ccccc3s2)c1 | 4
CCc1cccc(C)c1N(C(=O)Cn1c(CN2CCOCC2)nc2ccccc21)C(C)COC (stereo unspecified) | -4
COc1cc(C)c(S(=O)(=O)Oc2cc(C)nc3ccccc23)cc1C | -4
O=C(NCc1cc(-c2cccs2)n(C2CCCC2)n1)Nc1cccs1 | 4
CCc1cccc(NC(=O)CCC2=NS(=O)(=O)c3ccccc3N2)c1 | -1
More compounds:
SMILES | SSB-PriA inh
O=C(NCCn1nc(-c2ccco2)ccc1=O)c1ccc2c(c1)OCO2 | -5&-4
O=C1c2ccccc2C(=O)N1CCCCSc1ncnc2sc(-c3ccccc3)cc12 | -13
O=C(c1cc2ccccc2o1)N1CCC(CNC(=O)N2CCNC2=O)CC1 | 9
Cc1cc(S(=O)(=O)C(CNC(=O)C23CC4CC(CC(C4)C2)C3)c2ccco2)ccc1F (stereo unspecified) | 5
CC(C)(C)NC(=O)Cn1nc2n(c(=O)c1=O)CCN2c1ccccc1 | -7
CC1(C)C2CC(=NO)C(C)(/[N+]([O-])=C/c3cccc([N+](=O)[O-])c3)CC21 (stereo unspecified) | -5
Cc1nc(C)n(CCC(=O)Nc2cccnc2)n1 | -1
O=C(CSc1nc2ccccc2s1)N1CCN(c2ccccc2)CC1 | -2
CCn1nc(C)cc1C(=O)Nc1nnc(-c2ccc(S(C)(=O)=O)cc2)o1 | 7
CCCn1c(=O)c2sccc2n2c(CCC(=O)N3CC=C(c4ccccc4)CC3)nnc12 | 7
C=CCNC(=S)N=c1ccccn1C | -8
CCCN1CCCc2cc(CCNS(=O)(=O)c3cccc(F)c3)ccc21 | 65*
COc1ccc(Cl)cc1C(=O)N1CC(n2cc(CN3CCCC3=O)nn2)C1 | -3
Cc1ccc(S(=O)(=O)NCCOc2ccc3nnc(-c4cccc(F)c4)n3n2)cc1C | 4
COc1ccc(N(CC(=O)NC2CCCC2)S(=O)(=O)c2cccnc2)cc1 | -1
CC1(C)COc2ccc(NC(=O)c3cccs3)cc2NC1=O | 25
CCOC(=O)c1c(NC(=O)CNCCCN2CCOCC2)sc(C)c1C | -1&9
Cc1ccc(C(C)C)c(OCC(=O)NN=CC2CCCCC2)c1 | -1
Cc1cc(C(=O)Nc2ccc(O)c(-c3nc4ccccc4s3)c2)on1 | -6
O=C(Cc1cccc(C(F)(F)F)c1)Nc1ccccc1Cc1nc(-c2cccnc2)no1 | -7
O=c1[nH]cnc2n[nH]nc12 | -11
Nc1ccccc1C(=O)NN=C1C2CN3CCN(C2)CC1(Cc1ccccc1)C3 | 5
COc1ccc(Cl)cc1NC(=O)Cn1nc(N2CCSCC2)c2ccccc2c1=O | -10
O=C1C2CC=CCC2C(=O)N1C1CN(S(=O)(=O)c2cnc[nH]2)C1 (stereo unspecified) | -10
COCCN1CCC(CNC(=O)c2ccc(F)c(F)c2)CC1 | -15
COc1cc(-c2cc(C(=O)N/N=C\c3cccs3)[nH]n2)ccc1OCc1ccc(C)cc1 | 17
CCCCCCCCn1c(NS(=O)(=O)c2ccccc2)c(S(=O)(=O)c2ccccc2)c2nc3ccccc3nc21 | 60*
COc1ccc(-c2c3c(nc4sc(C(=O)Nc5cccc(-c6nc7ccccc7s6)c5)c(N)c24)CC(C)(C)CC3=O)cc1 | -16
COc1ccccc1OCCn1cc(C=Nn2cnnc2)c2ccccc21 | -3
Cn1cnc(S(=O)(=O)N2CCO[C@H](c3ccccc3)C2)c1 | -8
c1ccc(-c2cccc(-c3ccccn3)n2)cc1 | -52
COc1ccc(/C=C(\NC(=O)c2ccccc2)C(=O)NN=Cc2sccc2C)cc1 | 10
COc1ccc(Cl)cc1NC(=O)[C@H]1CCCN(c2ccc(=O)n(C)n2)C1 | -13
O=C(NCc1nnc2ccc(-c3cccs3)nn12)c1ccc(C(F)(F)F)nc1 | -1
CC1CN(CC(O)COCCOc2ccc(C(C)(C)C)cc2)CC(C)O1 (stereo unspecified) | -2
Cc1nnc(NC(=O)C(C)Cn2nc(-c3cccs3)ccc2=O)s1 (stereo unspecified) | -1
CN1CCN(C(=NO)c2nonc2N)CC1 | -8
COC(C)(CNC(=O)c1ccsc1)c1ccccc1F (stereo unspecified) | -5
NC(=NO)c1ccc([N+](=O)[O-])s1 | -3
Cc1ccc2ncc3c(-c4ccc(Br)cc4)nn(-c4ccccc4Cl)c3c2c1 | -13
CCOc1ccccc1C=NNc1ccccc1[N+](=O)[O-] | 2
O=C(Cn1cccn1)N1CC(S(=O)(=O)c2ccc(F)cc2)C1 | 7
Cc1nc(-c2ccccc2Cl)sc1CNC(=O)c1ncccn1 | -6
COc1cccc(N2C[C@H](CNC(C)=O)OC2=O)c1 | -10
COc1ccccc1/C=C/C=NNC(=O)c1cnccn1 | 2
COc1cccc(-c2cc(CC(=O)O)no2)c1 | -9
NC(=O)c1ccc(NC(=O)Nc2c[nH]c3ccccc23)cc1 | 17
CCn1nc(C(=O)Nc2nnc(-c3ccc4c(c3)CCCC4)o2)cc1C | -12&-9
O=C(Cc1ccc(-c2ccccc2)cc1)NC[C@H](O)c1csc2ccccc12 | -7
CC(C)C(=O)Nc1ccc2c(c1)CN(C(=O)c1ccco1)CC2 | -14
O=C(C=CNc1ccccc1O)c1ccco1 | -4
Cc1sc2nc(SCC(=O)N3CCC(c4noc5ccc(F)cc45)CC3)n(-c3ccccc3)c(=O)c2c1C | 1&5
CCOc1ccc2nc(N(Cc3ccccn3)C(=O)c3ccc(N(C)C)cc3)sc2c1 | -5
O=C(CCCS(=O)(=O)c1ccc(Cl)cc1)Nc1nc(-c2ccc(Cl)s2)cs1 | -11
COCCOCC1CCN(S(=O)(=O)c2cccc(Cl)c2)CC1 | -11
O=C(O)Cc1nc(-c2ccccn2)n[nH]1 | 30
CC1CN(C(=O)C(C)NS(=O)(=O)c2cccc(Cl)c2)CC(C)O1 (stereo unspecified) | -5
c1cnnc(OC2CCNCC2)c1 | 4
Brc1ccc(-c2ccc(C=NNc3nncc(-c4ccccc4)n3)o2)cc1 | 7
O=C(Cc1cc(=O)[nH]c(SCc2ccccc2F)n1)NCc1ccco1 | -5

For convenience, 19 of the compounds above:
SMILES | SSB-PriA inh
O=C(O)c1ccc(NN=Cc2cn(-c3ccccc3)nc2-c2cccs2)cc1 | -5
O=C(CNC(=O)c1ccccc1O)NN=Cc1ccccn1 | 7
NC(=O)c1ccc(NC(=O)Cc2csc3nc(-c4ccccc4)cn23)cc1 | 5
CN1C(=O)c2ccc(-c3ccccc3)nc2NC1C(=O)Nc1ccccc1 (stereo unspecified) | 10
C=CCNC(=S)NN=Cc1cn(C)c2ccccc12 | 2
O=C(/C=C/c1ccc([N+](=O)[O-])cc1)Nc1ccc2c3c(cccc13)CC2 | 3
CCOc1cc(C=NNc2nc(N3CCCC3)nc(N3CCCC3)n2)ccc1O | 20
FC(F)(F)c1cccc(-n2c(-c3ccc(Cl)c(Cl)c3)c[nH]c2=S)c1 | -20
CO[C@@]1(CNC(=O)c2cc(C3CC3)on2)CCSC1 | -9
Cc1ccc(-c2csc(NC(=O)c3nc4ccccc4s3)n2)o1 | 4
Oc1ccccc1C=NNc1nn[nH]n1 | 6
O=C(Nc1nc2cc3c(cc2s1)OCO3)c1ccc2c(c1)CCCC2 | -9
O=C(NCc1ccc(C(=O)c2ccsc2)s1)c1cc2ccccc2o1 | 1
COc1cccc(Nc2nc(Nc3cccc(C(C)=O)c3)nc(N3CCCC3)n2)c1 | 12&13
COc1ccc(OC)c(-c2cc(C(=O)N(Cc3ccccn3)Cc3ccco3)n(C)n2)c1 | 9
O=C(CSc1ccc(NC(=O)C2CC2)nn1)Nc1ccc2c(c1)OCCO2 | -9
O=C(C1CC1c1cccs1)N1CCNCC1 (stereo unspecified) | -24
Cc1ccc(C)c(CC(=O)Nc2ccc(Cl)cc2C(=O)c2ccccc2Cl)c1 | 8
O=C(c1cccs1)C(O)NS(=O)(=O)c1ccccc1 (stereo unspecified) | -7

(next part)
SMILES | SSB-PriA inh
Nc1cc2cccnc2c2ncccc12 | 152*
O=C(CCc1ccccc1)NCC1CCN(Cc2ccccc2)CC1 | 0
CC(=O)Nc1nc(CC(=O)NC(C)c2ccccc2)cs1 (stereo unspecified) | -1
O=C(Nc1ccc(Cl)cc1-c1nc2ccccc2[nH]c1=O)c1ccc(Br)o1 | -23
CCOC(=O)CC(=O)CSc1nc(-c2ccccc2)ns1 | -16
COc1cc(CSc2nc(CC(=O)Nc3nccs3)cs2)cc(OC)c1 | -12
O=C(c1cc(-c2ccc(F)cc2)n[nH]1)N1CC(Oc2nccs2)C1 | -6
Cc1cc(C)c2c(n1)sc1c(N3CCC(C(=O)NCc4ccc5c(c4)OCO5)CC3)ncnc12 | -4
O=C(CSc1ncnc2ccccc12)Nc1ccc(C(F)(F)F)cc1 | 10

Source: PubChem
